HCMV inh: qHTS Assay for inhibitors of the human cytomegalovirus (HCMV) | HFF cells, HCMV-luciferase reporter, 72 h; active compounds read low | activity change, negative = inhibition, % at 57.5 µM | 4.5% of 410,000 active | AID 1259415, 2018; in the data active means activity change below about -60%; inconclusive means no clear call, values can overlap the other calls; inactive means above about -39%
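HFF cells seeded 16 h at 37C, treated with compounds, infected with luciferase-reporter HCMV at MOI 1 PFU/cell; luciferase read at 72 h post infection, normalized to buffer-only and Salinomycin controls.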
Giardia FBPA inh: qHTS Assay for Inhibitors of Fructose-1,6-bisphosphate Aldolase from Giardia Lamblia | purified Giardia FBPA | Potency, µM (top dose mostly 59.6 µM), without a hit: at the top dose activity, negative = inhibition, usual class: inhibitors | 0.71% of 290,000 active | A8B2U2; further: potency means the concentration at half of the fitted maximal effect; nearly all actives have a fitted effect of over 55% in size
Target sequence (A8B2U2 whole entry, looked up): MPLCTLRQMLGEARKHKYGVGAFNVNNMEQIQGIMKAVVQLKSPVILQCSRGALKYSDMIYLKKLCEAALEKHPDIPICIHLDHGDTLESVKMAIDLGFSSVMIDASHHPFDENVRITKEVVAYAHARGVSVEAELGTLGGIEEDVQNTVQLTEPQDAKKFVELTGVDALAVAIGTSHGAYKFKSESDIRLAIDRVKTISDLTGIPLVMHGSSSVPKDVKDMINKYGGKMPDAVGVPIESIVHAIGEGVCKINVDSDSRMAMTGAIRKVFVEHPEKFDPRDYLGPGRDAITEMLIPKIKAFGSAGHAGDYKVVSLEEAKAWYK
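Giardia FBPA (40 nM reagent) was preincubated 10 min at RT with compound (up to 57.5 uM final), then substrate plus GAPDH/TPI/NAD/arsenate coupling system with diaphorase/resazurin was added; resorufin fluorescence (525/598 nm) was read after 20 min.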
AmpC detergent: qHTS Inhibitors of AmpC Beta-Lactamase (assay with detergent); Potency, µM (titrated, usually from 114 µM), without a hit: at the highest dose activity change, negative = inhibition, usual class: inhibitors; 0.041% of 370,000 active; AID 485294, 2010; AmpC hydrolysis of nitrocefin, absorbance 480 nm, 0.01% Triton;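 further: potency means the concentration at half of the fitted maximal effect; 0% = no-compound wells and -100% = no-enzyme wells; nearly all actives have a fitted effect of over 25% in size; some results filed as inactive show a strong effect at the top dose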
Target sequence (P00811 whole entry, looked up): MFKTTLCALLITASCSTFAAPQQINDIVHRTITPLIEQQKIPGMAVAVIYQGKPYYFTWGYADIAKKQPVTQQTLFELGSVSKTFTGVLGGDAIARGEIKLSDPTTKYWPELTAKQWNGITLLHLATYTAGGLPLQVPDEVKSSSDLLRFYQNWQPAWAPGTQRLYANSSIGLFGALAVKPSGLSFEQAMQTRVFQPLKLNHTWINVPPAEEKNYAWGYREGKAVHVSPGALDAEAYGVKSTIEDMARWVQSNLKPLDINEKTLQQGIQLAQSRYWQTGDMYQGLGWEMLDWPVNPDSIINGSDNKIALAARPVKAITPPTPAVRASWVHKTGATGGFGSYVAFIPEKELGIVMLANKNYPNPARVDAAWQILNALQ
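20 mM phosphate pH 7.0 + 0.01% (detergent screen) or 0.0001% Triton X-100; 5.3 nM AmpC reagent; cpd preinc 15 min RT; nitrocefin (800 uM stock) to start; A480 q20 s × 4 min; Activity was normalised to no-enzyme and no-compound control wells.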
Sm TGR inh: qHTS Assay for the Inhibitors of Schistosoma Mansoni Peroxiredoxins | purified TGR, DTNB reduction, TNB absorbance 405 nm | Potency, µM (doses to about 114 µM), for inactives: top-dose activity change, negative = inhibition, most hits filed as inhibitors | 3% of 360,000 active; further: potency means the concentration at half of the fitted maximal effect; nearly all actives have a fitted effect of over 60% in size
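TGR 20 nM + NADPH 100 uM (dispensed conc.), cpd preinc 15 min RT; start with NADPH (500 uM addition) then DTNB (15 mM addition). Kinetic TNB absorbance, 405 nm filter. Four-parameter Hill fit across titration.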
AmpC inh no detg: qHTS Inhibitors of AmpC Beta-Lactamase (assay without detergent) | AID 485341, 2010 | AmpC nitrocefin hydrolysis, absorbance 480 nm, 0.0001% Triton | Potency, µM (doses to about 57.1 µM), for the others: at the top dose activity change, negative = inhibition, hits mostly inhibitors | 0.52% of 330,000 active;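 further: potency means the concentration at half of the fitted maximal effect; plate controls were no compound for no effect and no enzyme for full effect; nearly all actives have a fitted effect of over 20% in size; some results filed as inactive show a strong effect at the top dose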
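AmpC (5.3 nM in the dispensed reagent) in 20 mM phosphate pH 7.0 with 0.01% (detergent screen) or 0.0001% Triton X-100 was preincubated with compounds for 15 min at room temperature. Nitrocefin was then added from an 800 uM solution, and hydrolysis was followed at 480 nm.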
HCV inhibitor: qHTS Assay for Inhibitors of Hepatitis C Virus (HCV) | 3.4% of 340,000 active | AID 651820, 2012 | Potency, µM (top dose mostly 41.8 µM), without a hit: at the top dose activity change, negative = inhibition, hits mostly inhibitors | Huh7.5.1 HCVcc-Cre infection, luciferase reporter, 44 h; further: potency means the concentration at half of the fitted maximal effect
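Cells (1,000/well) were plated 4 h before compound, then infected with HCVcc-Cre virus (~0.5 moi). After 44 h further culture, infection was read as luciferase luminescence following a 15 min substrate incubation at room temperature.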
An asterisk follows results filed as active; ? = inconclusive; · = no result given; & = joins results of further samples; [ ] = remark or other dose. Unless noted, the call rests on the fitted dose curve; in most records, active means well fitted curve in the direction sought with a large enough effect; inconclusive means small, poorly fitted or top-dose-only effect, or another doubt; inactive means no such curve, though single readings can be large; an effect the other way counts as inactive or inconclusive. Unless noted, on the % scale 0 is the no-effect control and ±100 the full control effect.

SMILES	HCMV inh	Giardia FBPA inh	AmpC detergent	Sm TGR inh	AmpC inh no detg	HCV inhibitor
CCOC(=O)c1csc(CCNC(=O)c2oc3c(Cl)cc(C)cc3c2C)n1	127	1%	-5%	-2%	-16%	?
Cc1nc(-c2ccc(Cl)cc2)sc1C1(C)CC(c2cccc([N+](=O)[O-])c2)=NO1 (stereo unspecified)	37	4%	5%	-22%	-18%	11%
COc1ncnc2sc(-c3ccccc3)cc12	31	4%	-12%	-3%	-6%	?
CC(=O)Nc1ccc(S(=O)(=O)N2CCCN(S(=O)(=O)c3ccc(C)cc3)CC2)cc1	?	2%	-6%	7%	14%	-20%
NC(=O)[C@@H]1CCCNc2c(I)cc([N+](=O)[O-])cc2C(=O)N[C@@H](Cc2ccccc2)C(=O)N[C@@H](Cc2cnc[nH]2)C(=O)N1	-15	-4%	-5%	-14%	35%	3%[8.37 µM]
O=C(N/N=C/c1coc2ccccc2c1=O)c1cc(Br)c(O)c(Br)c1	-37	-8%	?	-16%	-26%	9%
COC(=O)N/N=C/c1cn(CCCOc2ccc(C)cc2)c2ccccc12	-1	-7%	0%	-8%	2%	-22%
CC(=O)Nc1ccc(C(=O)NN2C(=O)NC3(CCCCC3)C2=O)cc1	-1	·	-9%	-4%	0%	3%
Cc1ccccc1C(=O)NCC(=O)O	-1	5%	-10%	2%	-19%	6%
CC(=O)Nc1cccc(NC(=O)c2sc3ncn(CC(=O)N4CCCCC4)c(=O)c3c2C)c1	-5	-3%	-10%	-5%	119%[activator]	14%&-10%
Cc1ccc(-c2csc(Nc3ccccn3)n2)cc1	-8	5%	-7%	4%	-46%	-26%
COc1ccc(OC)c(NC(=O)Cn2c(=O)n(-c3cccc(C)c3)c(=O)c3c2c2cc(C)ccc2n3C)c1	16	·	-3%	-1%	·	·
CN(C)Cc1ccccc1Cc1ccccc1	17	5%	?	1%	-4%	36%[activator]
O=C(O)c1cccc2c1C(=O)N(CC1CCCO1)C2 (stereo unspecified)	-20	4%	-4%	5%[57.1 µM]	-4%	9%
COc1ccc(N2CCN(Cc3cc4c(cc3Br)OCCO4)CC2)cc1	-37	4%	-7%	5%	0%	-17%
COc1cc(C2C(C#N)=C(N)N(Nc3ccccc3)C3=C2C(=O)CC(C)(C)C3)ccc1OCc1cccc(F)c1 (stereo unspecified)	44	-11%	1%	5%	-27%	?
COc1ccccc1CNC(=O)COC(=O)Cc1cccs1	23	3%	1%	0%	-33%	21%
N=c1n(CCN2CCCCC2)c2ccccc2n1CC(O)c1ccco1 (stereo unspecified)	-67*	-2%	-2%	5%	-17%	?
COc1ccc(OCC(O)CNC(=O)c2ccccc2C(=O)O)cc1 (stereo unspecified)	-10	0%	?	6%	-8%	-29%
CCc1cccc2c(C=C(C#N)C#N)cn(CC(=O)N3CCCCCC3)c12	32	6%	-2%	9%	-11%	-5%

Grouped by structure: the compounds so far containing a thiophene ring, fused or not (three)
SMILES	HCMV inh	Giardia FBPA inh	AmpC detergent	Sm TGR inh	AmpC inh no detg	HCV inhibitor
COc1ncnc2sc(-c3ccccc3)cc12	31	4%	-12%	-3%	-6%	?
CC(=O)Nc1cccc(NC(=O)c2sc3ncn(CC(=O)N4CCCCC4)c(=O)c3c2C)c1	-5	-3%	-10%	-5%	119%[activator]	14%&-10%
COc1ccccc1CNC(=O)COC(=O)Cc1cccs1	23	3%	1%	0%	-33%	21%

Continuation:
SMILES	HCMV inh	Giardia FBPA inh	AmpC detergent	Sm TGR inh	AmpC inh no detg	HCV inhibitor
CC(=O)c1ccc(NC(=O)c2ccc(CNc3c(N4CCCC4)c(=O)c3=O)cc2)cc1	0	0%	9%	10%	-5%	-4%
O=[N+]([O-])c1cccc2c1ccc1ncccc12	?	-1%	0%	2%	-16%	-19%
Cc1cc(/C=N/NC(=O)c2cccc([N+](=O)[O-])c2)c(C)n1-c1ccccc1	-7	-8%	-15%	-9%	-26%	?
Cc1nn2c(SCC(=O)c3cccs3)cc(C(C)(C)C)nc2c1-c1ccccc1	?	2%	-4%	-17%	-25%	-9%
Cc1ccc(C2=NS(=O)(=O)N(C)C(C(=O)NCc3ccccn3)=C2)cc1	2	8%	-10%	-20%	29%	-3%
CCOc1cc(N2CCOCC2)c(OCC)cc1NC(=O)COC(=O)c1cc2ccccc2cc1O	32	-19%	-3%	-9%	-23%	?
COc1cc2[nH]c(=O)n(-c3cccc(Cl)c3)c(=O)c2cc1OC	?	0%	-2%	0%	-14%	5%
CCN1C(=O)[C@H]2[C@H]3CN=C(SCc4ccc(C(=O)OC)cc4)N3[C@@](CC)(C(=O)OC)[C@H]2C1=O	11	·	·	·	75%[activator]	?
Cc1ccccc1-c1nc2c3ccccc3nc(=S)n2[nH]1	-37	-19%	-7%	2%	-23%	1%
O=C(CCCNC(=O)/C(=C\c1ccccc1F)NC(=O)c1ccccc1)OCc1ccccc1	?	6%	?	-1%	-19%	?
COc1ccc(CCNC(=O)C2CC(=O)N(c3ccc(C(C)(C)C)cc3)C2)cc1OC (stereo unspecified)	-94*	1%	-4%	·	123%[activator]	-28%
CCC(C)NCC(=O)Nc1sc2c(c1C(N)=O)CCC2 (stereo unspecified)	-16	4%	-1%	-10%	-21%	?
CC(=O)Nc1ccc(S(=O)(=O)NNC(=S)NCC2CCCO2)cc1 (stereo unspecified)	6	13µM*	-3%	?	-11%	21%
Nc1nc2nccc(-c3ccc(Cl)cc3)n2n1	22	?	?	-4%	1%	16%
Cc1ccccc1CSc1nc2cccnc2n1Cc1ccc(C(=O)NCCc2cccs2)cc1	94	·	8%	5%	·	·
CC(=O)N/C(=C\c1ccccc1)C(=O)NC(C)C(=O)O (stereo unspecified)	-9	0%	-2%	0%	-12%	7%
O=C(c1cc2cc(Cl)ccc2[nH]1)N1CCc2ccccc2C1	12	-6%	1%	5%	-33%	?
O=S1(=O)N(Cc2ccccc2F)CCCN1Cc1c(F)cccc1Cl	?	3%	-13%	0%	-7%	-8%
Cc1cc(C)c2ccc3c(C)c(C)nc3c2[nH]1	?	-8%	5%	4%	-8%	?
N#Cc1ccsc1NC(=O)CCc1ccccc1	57	-4%	1%	-29%	-29%	?

Two entries drawn at random from those above, as already listed:
SMILES	HCMV inh	Giardia FBPA inh	AmpC detergent	Sm TGR inh	AmpC inh no detg	HCV inhibitor
CCOC(=O)c1csc(CCNC(=O)c2oc3c(Cl)cc(C)cc3c2C)n1	127	1%	-5%	-2%	-16%	?
COc1ccc(OC)c(NC(=O)Cn2c(=O)n(-c3cccc(C)c3)c(=O)c3c2c2cc(C)ccc2n3C)c1	16	·	-3%	-1%	·	·

Later entries
SMILES	HCMV inh	Giardia FBPA inh	AmpC detergent	Sm TGR inh	AmpC inh no detg	HCV inhibitor
Cc1c(C(=O)O)[nH]c2c1C(=O)CC(c1ccccc1)C2 (stereo unspecified)	14	19%	?	-13%	-2%	8%
CCOC(=O)C1(Cc2ccccc2)CCN(Cc2cn[nH]c2-c2ccccc2)CC1	-78*	0%	4%	-2%	65%[activator]	?
Nc1ccc(Oc2cccc(Oc3ccc(N)cc3)c2)cc1	-76*	18%	10%	-6%	-11%	-11%
COc1ccc(-c2nnc(CSc3nnc(-c4ccncc4)n3C3CCCCC3)o2)cc1OC	40	9%	2%	-3%	61%[activator]	-8%&-1%
CN(C)CCCN1C(=O)C(=O)/C(=C(/O)c2ccc3c(c2)OCCO3)C1c1ccco1 (stereo unspecified)	·	-4%	-18%	-20%	-14%	·
Cc1ccc(C(=O)O)cc1[N+](=O)[O-]	-39	·	3%	-9%	-3%	11%
Cn1cc(CCC(=O)NCc2ccc3c(c2)OCO3)c2ccccc21	20	0%	-1%	-2%	-22%	-12%
Cc1oc(-c2cccc(Cl)c2)nc1CN1CCC(C(=O)NC2CC2)CC1	-39	1%	2%	4%	-7%	16%
CC1CCCCN1C(=O)CCn1c(=O)oc2ccccc21 (stereo unspecified)	10	·	-6%	1%	-3%	9%
O=C(CNS(=O)(=O)c1ccccc1)OCC(=O)c1ccc(F)cc1	-30	5%	-5%	-4%	-14%	22%
Brc1csc2ncccc12	67	0%	-8%	0%	-9%	22%
COc1cccc(NC(=O)CN(c2cccc(OC)c2)S(C)(=O)=O)c1	-20	5%	0%	0%	-21%	19%
Oc1ccc(-c2nccc(-c3cccs3)n2)cc1	280	2%	-2%	-1%	-17%	?
CC1(C)Cc2c(c(N3CCCCC3)[nH]c(=S)c2C#N)CS1	-8	-2%	-15%	?	-10%	26%
CC1(C)CC2(CC(C)(C)N1)OC(=O)N1CCc3ccccc3C12C (stereo unspecified)	11	-3%	?	-2%	-13%	4%
CCOc1ccccc1NC(=O)Cn1cnc2sc(C)c(S(=O)(=O)N3CCC(C)CC3)c2c1=O	6	·	6%	8%	·	·
CC(C)c1ccc(C2c3c(-c4ccccc4O)n[nH]c3C(=O)N2Cc2ccncc2)cc1 (stereo unspecified)	-79*	·	21%	3%	·	·
CNCCCc1[nH]nc(N)c1C#N	-19	4%	?	-16%	-21%	25%
COc1ccc(Cl)cc1NC(=O)NCc1noc2ccccc12	-16	·	-6%	3%	·	·
Cc1cc(C(=O)NC2CCCc3c2cnn3-c2ccc(C)c(C)c2)nc(C)n1 (stereo unspecified)	-36	·	2%	1%	171%[activator]	-28%
CCC(=O)c1ccc(OCC(=O)OCC(=O)N2CCN(c3ccc(OC)cc3)CC2)cc1	-18	·	?	-5%	-1%	4%
Nc1nonc1-c1nc2ccccc2n1CC(=O)NC1CCCC1	-21	8%	-12%	5%	-21%	-14%
Cc1ccc(N2C(=S)NC3c4ccccc4OC2(C)C3C(=O)N(C)C)cc1 (stereo unspecified)	74	6%	0%	1%	50%	6%
CCOC(=O)CCCCC(=O)c1[nH]c(=O)[nH]c1Cn1cnc2ccccc21	47	1%	-14%	16µM*	-50%	6%
Cc1[nH]c2nc3ccccc3n2c(=O)c1CCC(C)C	·	5%	-9%	8%	-20%	17%
COC(=O)c1cc(C(=O)Nc2nnc(CC(C)(C)C)s2)cc([N+](=O)[O-])c1	-17	5%	-15%	-8%	-20%	22%
CN(C(=O)CN1CCN(c2ccccc2F)CC1)C1CCCc2ccccc21 (stereo unspecified)	-17	6%	1%	-6%	106%[activator]	-3%
CC(CCc1ccccc1)NC(=O)Cn1c(=O)nc(-c2ccccc2F)c2cc(Cl)ccc21 (stereo unspecified)	18	·	11%	5%	·	·
O=C(CSc1nncc2ccccc12)Nc1ccccc1	4	-4%	2%	0%	-11%	16%
Cc1ccc2[nH]c(C)c(CCNC(=O)C3CCCCC3C(=O)OCC(F)(F)F)c2c1 (stereo unspecified)	-14	-27%	-15%	2%	40%	-26%
N/C(Cn1nnc(-c2ccccc2)n1)=N\O	56	3%	?	4%	-9%	19%
COc1cccc(CNC(=O)COC(=O)/C(C#N)=C/c2ccc(N(C)C)cc2)c1	-34	·	1%	-8%	-12%	2%

Screening results: PubChem BioAssay, National Center for Advancing Translational Sciences (NCATS)
